KCNK3 block = human KCNK3 channel inhibition, primary screen; actives 0.84% (n = 340,000); O14649; CHO-KCNK3 thallium flux, FluxOR fluorescence; stronger effect = lower value; AID 602410; B-score at 10 µM;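 active means B-score under library mean minus 4 SD, starting fluorescence ratio at most library mean plus 5 SD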;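 further: more negative B-score means stronger inhibition of thallium flux through KCNK3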
hERG rescue = compounds protecting human hERG from proarrhythmic drug block; activation (rescue from dofetilide block), less the hit threshold, % at 10 µM; CHO-hERG, FluxOR thallium flux, dofetilide IC70 present; actives 0.51% (n = 310,000);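 active means activation above the mean of controls blocked by dofetilide plus 5 SD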;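 further: thallium influx through hERG after potassium depolarization seen as dye fluorescence rise; in these data hits start at about 4.7%; inactives centre near -7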
KCNQ1 act = potentiates or activates the human KCNQ1 potassium channel. CHO-K1 KCNQ1, thallium flux FluxOR fluorescence; stronger effect = higher value. P51787. B-score at 10 µM. actives 0.35% (n = 310,000);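 active means fluorescence ratio B-score, a plate-corrected score, at least three library SD, with initial intensity B-score within 5 SD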
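Doses: Single concentration per compound, DMSO matched to controls | Test system: KCNQ1-transfected CHO-K1 cells | Timing: 90 min dye loading and 20 min compound exposure, both at room temperature | Measured by: Kinetic FluxOR thallium fluorescence, 10-s 1-Hz baseline, 110-s post-stimulus read | Medium: Assay buffer with matched DMSO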
HDAC3 inh = blocks human histone deacetylase 3 | inhibition, % at 8.3 µM | AID 2718 | actives 0.15% (n = 320,000) | recombinant HDAC3, fluorogenic peptide/trypsin coupled, fluorescence; in the data active means inhibition above about 26%, passing the limit was not always enough; inconclusive means no clear call, values can overlap the other calls
Target sequence (O15379 whole entry, looked up): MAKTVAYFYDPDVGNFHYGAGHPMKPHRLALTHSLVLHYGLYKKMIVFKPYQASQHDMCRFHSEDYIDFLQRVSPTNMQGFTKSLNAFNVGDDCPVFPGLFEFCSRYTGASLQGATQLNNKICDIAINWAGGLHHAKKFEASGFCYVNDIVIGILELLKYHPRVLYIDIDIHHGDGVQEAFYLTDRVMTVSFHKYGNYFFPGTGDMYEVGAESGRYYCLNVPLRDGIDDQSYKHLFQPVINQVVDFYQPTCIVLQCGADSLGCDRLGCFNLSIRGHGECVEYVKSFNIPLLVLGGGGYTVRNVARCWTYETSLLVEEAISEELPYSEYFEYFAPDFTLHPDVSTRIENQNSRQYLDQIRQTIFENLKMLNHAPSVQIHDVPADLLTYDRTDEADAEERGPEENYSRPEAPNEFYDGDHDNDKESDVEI
SKKanGAS inh = inhibitors of SKKanGAS S. pyogenes growth in kanamycin (SK-promoter or general growth effect) | BacTiter-Glo, 6 h | inhibition, % at 7.5 µM | actives 1.3% (n = 300,000) | AID 1662;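 active means mean replicate score, as percent of positive control median, at least 50; inconclusive means mean below 50 but one replicate at or above 50; inactive means mean and every replicate below 50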;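 further: strain carries kanamycin resistance gene driven by streptokinase promoter and grows in 40 µg/ml kanamycin; loss of luminescence reflects streptokinase promoter inhibition or plain growth inhibition; 0% = median of DMSO wells and 100% = positive control at its reference dose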
TMEM16A act = activates or potentiates the mouse TMEM16A chloride channel. HEK293 TMEM16A/YFP-H148Q/I152L, iodide quench fluorescence; stronger effect = lower value. B-score at 10 µM. actives 0.3% (n = 340,000). AID 623877;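 active means fluorescence-ratio B-score plate-corrected deviation score at least 3 library SD below zero, with starting fluorescence score within 5 deviations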;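 further: channel opened by trigger with iodide after compound preincubation; score built on the fluorescence ratio of max minus min over baseline; more negative score means more quench and so TMEM16A activation or potentiation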
TMEM16A inh = blocks the mouse calcium-activated chloride channel TMEM16A | HEK293 TMEM16A/YFP iodide influx fluorescence, ionomycin | normalized B-score (activity score, 25-100; higher = stronger inhibition) at 10 µM | actives 1.2% (n = 310,000) | AID 588511 | Q8BHY3;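 active means ratio plate-corrected score three or more library SD toward inhibition, starting fluorescence score within five deviations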;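 further: score derived from kinetic fluorescence span divided by baseline fluorescence per well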
RGS4 act = RGS4 potentiation or activation; HEK293 M3R/inducible RGS4, carbachol calcium flux Fluo4; stronger effect = lower value; B-score at 10 µM; actives 0.92% (n = 310,000); AID 463111;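 active means B-score of the integrated calcium signal more than 4 SD below the library mean, with starting fluorescence not abnormally high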;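 further: negative B-score means reduced calcium response which marks RGS4 activation or potentiation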
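Assay system: HEK293 FlpIn-TREx cells, stable M3R, doxycycline-inducible RGS4 / Probe or stimulus: carbachol, ECmax concentration / Times: overnight RGS4 induction, 30 min dye load 37 °C, 20 min compound RT / Signal: kinetic calcium fluorescence imaging with Fluo4-AM dye, 2 µM / Measure: Agonist-evoked peak-minus-minimum fluorescence over baseline, integrated ratio, B score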
RGS4 block = human RGS4 inhibition; P49798; HEK293 M3R/RGS4 inducible, Fluo-4 calcium flux; stronger effect = higher value; triggered by carbachol at its EC20; B-score at 10 µM; actives 0.45% (n = 310,000); AID 463165;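 active means B-score, a plate-corrected calcium signal, over three deviations above library mean, with baseline fluorescence within five deviations of library mean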;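 further: RGS4 expression induced by doxycycline in cells with stable M3 receptor; B-score is computed from the integrated fluorescence ratio over baseline after carbachol; higher B-score means a larger calcium signal and so more RGS4 inhibition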
Target sequence (P49798 whole entry, looked up): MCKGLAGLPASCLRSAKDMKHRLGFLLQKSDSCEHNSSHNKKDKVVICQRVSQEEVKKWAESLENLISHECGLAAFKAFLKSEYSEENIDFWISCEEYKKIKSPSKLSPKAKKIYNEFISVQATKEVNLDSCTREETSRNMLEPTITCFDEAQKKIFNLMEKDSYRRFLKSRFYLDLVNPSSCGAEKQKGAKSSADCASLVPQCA
KCNQ1 inh = blocks the human KCNQ1 potassium channel. P51787. CHO-K1 KCNQ1, FluxOR thallium flux fluorescence; stronger effect = higher value. B-score at 10 µM. actives 1.3% (n = 310,000);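 active means compounds whose thallium flux B-score, printed positive for inhibition, exceeds three library SD while starting fluorescence stays within three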;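 further: channel opened by potassium depolarization with thallium stimulus after 20 min compound exposure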
KCNK9 block = blocks the human KCNK9 two-pore domain potassium channel; Q9NPC2; HEK293 KCNK9, FluxOR thallium flux fluorescence; stronger effect = lower value; B-score at 10 µM; actives 1.2% (n = 310,000); AID 488922;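 active means ratio B-score over 3 SD below the library mean, with starting fluorescence within 5 SD of its mean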;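 further: negative B-score means less thallium flux so channel inhibition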
Target sequence (Q9NPC2 whole entry, looked up, the tested form may be a part): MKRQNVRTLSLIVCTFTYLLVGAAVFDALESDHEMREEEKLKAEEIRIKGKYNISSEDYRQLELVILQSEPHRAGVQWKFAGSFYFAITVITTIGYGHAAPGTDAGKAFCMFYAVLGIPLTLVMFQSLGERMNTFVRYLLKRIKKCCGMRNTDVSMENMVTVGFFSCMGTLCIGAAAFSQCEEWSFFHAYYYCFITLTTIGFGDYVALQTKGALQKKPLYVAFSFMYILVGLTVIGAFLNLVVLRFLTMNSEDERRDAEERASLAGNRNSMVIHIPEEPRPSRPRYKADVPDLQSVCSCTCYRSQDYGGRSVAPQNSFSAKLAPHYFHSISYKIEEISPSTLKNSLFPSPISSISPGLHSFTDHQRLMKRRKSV
An asterisk follows results filed as active; i = inactive; ? = inconclusive; · = no result given. Hits appear at their usual frequency; any-hit rate near 6.3%.

Molecule,RGS4 block,RGS4 act,KCNQ1 inh,TMEM16A inh,KCNQ1 act,HDAC3 inh,TMEM16A act,KCNK3 block,SKKanGAS inh,KCNK9 block,hERG rescue
O=C(N/N=C/c1ccc2ncccc2c1)c1cccc([N+](=O)[O-])c1,i,i,i,i,i,-6,i,i,8,i,-2
CCc1cccc(CC)c1NC(=O)COc1ccccc1C(=O)c1cc(C#N)c(=O)n(C2CCCCC2)c1,i,i,i,i,i,-6,i,i,7,i,-5
COCCn1c(SCC(=O)c2ccc3c(c2)OCCO3)nnc1C(C)C,i,i,i,i,i,?,i,i,3,i,-1
COc1cccc(CNc2ccc3[nH]c(=O)[nH]c3c2)c1OCc1ccccc1F,i,i,i,i,i,-3,i,i,-3,i,-15
Cc1ccc(S(=O)(=O)NNC(=S)NCC2CCCO2)cc1 (configuration not stated),i,i,i,i,i,2,i,i,0,i,-5
COc1ccc2c(c1)c1nc3ccccc3nc1n2CCn1c(=O)oc2ccccc21,i,i,i,i,i,-2,i,i,-5,i,-7
COc1cccc(-n2cc(C(=O)O)c3ccccc3c2=O)c1,i,i,i,i,i,-7,i,i,-1,i,0
Clc1ccc(/C=N/Nc2ncnc3ccccc23)cc1Cl,i,i,i,i,i,23,i,i,5,i,-16
COc1ccccc1CN1CC(C(=O)NCc2cccc(Cl)c2)CCC1=O (configuration not stated),i,i,i,i,i,-2,i,i,-4,i,-8
CC1(C)CC(c2nc(-c3ccccc3)cs2)CCS1 (configuration not stated),i,i,i,i,i,7,i,i,-12,i,-5
CC1CCCN(C(=O)CNC(=O)c2ccco2)C1 (configuration not stated),i,i,i,i,i,4,i,i,3,i,-6
CCc1nc2ccccc2c(C(=O)OCC(=O)NCc2ccco2)c1C,i,i,i,i,i,10,i,i,0,i,-14
O=C(Nc1ccc2c(c1)OCCO2)C(=O)NC1CC1,i,i,i,i,i,0,i,i,-5,i,-1
O=C1C2ON(c3ccccc3)C(c3ccncc3)C2C(=O)N1c1ccccc1 (configuration not stated),i,i,i,i,i,1,i,i,-1,i,-13
CCOC(=O)C1(CCOc2ccccc2)CCN(Cc2cc(OC)ccc2OC)CC1,i,i,i,i,i,3,i,i,-4,i,-12
Cc1ccc(NS(=O)(=O)c2cc3c4c(cccc4c2)C(=O)NC3=O)cc1,i,i,i,i,i,-1,i,i,0,i,-1
O=c1oc2cc([N+](=O)[O-])ccc2nc1/C=C(\O)c1cccc(Br)c1,i,i,i,i,i,6,i,i,2,i,-9
CS(=O)(=O)c1ccc(C(=O)NCC(c2ccco2)N2CCCCC2)cc1 (configuration not stated),i,i,i,i,i,-3,i,i,-3,i,-19
CC(=O)Nc1ccc(-c2ccccc2)s1,i,i,i,i,i,9,i,i,-3,i,-11
CC(=O)Nc1cc(C(N)=O)c(Cl)cc1Cl,i,i,i,i,i,1,i,i,0,i,-4
CC1Cc2ccccc2N1C(=O)Cn1c(=O)cc(O)c2ccccc21 (configuration not stated),i,i,i,i,i,-9,i,i,-3,i,-27
Cc1ccc2c(c1)c(N=O)c(O)n2Cc1ccc(Cl)cc1,i,i,i,i,i,-3,i,i,43,i,-8
COc1ccccc1OCCOCCn1cnc2ccccc2c1=O,i,i,i,i,i,3,i,i,-8,i,-7
C=CCNC(=O)CSc1nc2sc(C)c(C)c2c(=O)[nH]1,i,i,i,i,i,-5,i,i,3,i,-6
COc1cc(C2NC(=O)NC(c3ccccc3)=C2C(C)=O)cc([N+](=O)[O-])c1O (configuration not stated),i,i,i,i,i,7,i,i,7,i,-7
CCOC(=O)N1CCN(CC(O)COc2ccc(OC)cc2C(C)(C)C)CC1 (configuration not stated),i,i,i,i,i,8,i,i,-3,i,-4
Cc1ccc(S(=O)(=O)N2CCOC2CNC(=O)C(=O)NCc2ccncc2)cc1 (configuration not stated),i,i,i,i,i,6,i,i,-2,i,-9
COC(=O)c1nn(-c2ccccc2)c(Cl)c1/C=N/OCc1ccc(Cl)cc1Cl,i,i,i,i,i,-2,i,i,-3,i,-8
COc1ccc(C2C(C(=O)O)CCC(=O)N2c2ccc(OC)cc2)cc1 (configuration not stated),i,i,i,i,i,-2,i,i,-1,i,1
COc1ccc2oc(=O)c(NC(=O)C3CCCCC3)cc2c1,i,i,i,i,i,·,i,i,-14,i,-14
COC(=O)c1ccc(C2C(C#N)=C(C)NC3=C2C(=O)CC(C)(C)C3)cc1 (configuration not stated),i,i,i,i,i,-3,i,i,2,i,-14
CC(Sc1nnc(-c2ccc(OC(F)F)cc2)n1N)C(=O)NCC1CCCO1 (configuration not stated),i,i,i,i,i,4,i,i,16,i,-16
Cc1ccc(-c2nn(CC(=O)NN3CCOCC3)c(=O)c3ccccc23)cc1,i,i,i,i,i,0,i,i,-8,i,-2
O=[N+]([O-])c1ccc(S(=O)(=O)NCCc2ccncc2)cc1,i,i,i,i,i,-6,i,i,7,i,-4
Cc1c(C(=O)Nn2cnnc2)oc2ccccc12,i,i,i,i,i,2,i,i,3,i,-1
CC(=O)Nc1ccc(S(=O)(=O)Nc2c(C)nn(-c3ccccc3)c2C)cc1,i,i,i,i,i,-1,i,i,-5,i,-1
NC(=O)C1CCCN(CC(=O)N2CCN(c3ccccc3)CC2)C1 (configuration not stated),i,i,i,i,i,-9,i,i,-8,i,-8
Cc1ccc2c(c1)cc1c(=O)n(CC(=O)NCCCc3ccccc3)nc(C)n12,i,i,i,i,i,-1,i,i,0,i,-2
Cc1ccc(Cl)cc1NC(=O)C1CCCN(S(=O)(=O)c2c(C)noc2C)C1 (configuration not stated),i,i,i,i,i,0,i,i,-3,i,-6
CC(/C=N/NC(=O)CSc1nnc(SCc2ccccc2)s1)=C\c1ccco1,i,i,i,i,i,2,i,i,11,i,-12
Cc1ccc(C)c(-n2c3nc(=O)n(C)c(=O)c-3cc3ccccc32)c1,i,-12*,i,i,i,-54,i,i,15,i,-10
Nc1ccc(NC(=S)Nc2ccccc2)cc1,i,i,i,i,i,-6,i,i,-3,i,-4
CCCOc1c(OC)cc(Cl)cc1C1NC(=O)NC(C)=C1C(=O)NCc1ccccc1 (configuration not stated),i,i,i,i,i,·,i,i,6,i,-7
CCc1ccccc1NC(=O)Nn1cnnc1,i,i,i,i,i,8,i,i,1,i,-4
COc1ccc2[nH]cc(/C=C(/C#N)S(=O)(=O)c3ccccc3)c2c1,i,i,i,100*,i,1,i,i,-2,i,-4
CSc1ccccc1C(=O)C1CCCN(C(=O)CCN2CCCO2)C1 (configuration not stated),i,i,i,i,i,-8,i,i,7,i,-2
COc1ccc2c(=O)c(C(=O)NCCc3ccc(OC)c(OC)c3)c[nH]c2c1,i,i,i,i,i,11,i,i,5,i,-6
CCS(=O)(=O)N1CCN(c2ccnc3cc(Cl)ccc23)CC1,i,i,i,i,i,1,i,i,14,i,-8
COc1ccc(/C=C2\SC(=S)N(CCC(=O)NCCc3ccc(O)cc3)C2=O)cc1,i,i,i,i,i,4,i,i,1,i,-8
O=C1CSC(c2cccc(O)c2)N1Cc1ccccc1 (configuration not stated),i,i,i,i,i,-14,i,i,-1,i,-3
O=C(NCCNS(=O)(=O)c1ccccc1)c1cc(OCC(F)(F)F)ccc1OCC(F)(F)F,i,i,i,i,i,-1,i,i,-2,i,-8
Cc1c(-c2nc(-c3ccncc3)no2)cccc1[N+](=O)[O-],i,i,i,i,11*,9,i,i,1,i,-4
COc1cccc(OC)c1C(=O)Nc1cccnc1,i,i,i,i,i,-2,i,i,-2,i,-11
Cc1cnc(C(=O)N2CCc3c([nH]c4ccccc34)C2c2ccc(F)cc2)cn1 (configuration not stated),i,i,i,i,i,6,i,i,-2,i,0
CCOc1ccc(CN(C)C(=O)CCl)cc1,i,i,i,i,i,4,i,i,0,i,-5
CCC(C(=O)NCC1CCCO1)n1nc(C)c2sc3ccccc3c2c1=O (configuration not stated),i,i,i,i,i,2,i,i,?,i,-7

Ordered by value in HDAC3 inh (smallest number first): some entries from above.
SMILES	HDAC3 inh
CCC(C(=O)NCC1CCCO1)n1nc(C)c2sc3ccccc3c2c1=O (configuration not stated)	2
COc1ccc(/C=C2\SC(=S)N(CCC(=O)NCCc3ccc(O)cc3)C2=O)cc1	4
Cc1cnc(C(=O)N2CCc3c([nH]c4ccccc34)C2c2ccc(F)cc2)cn1 (configuration not stated)	6

Next section.
Molecule,RGS4 block,RGS4 act,KCNQ1 inh,TMEM16A inh,KCNQ1 act,HDAC3 inh,TMEM16A act,KCNK3 block,SKKanGAS inh,KCNK9 block,hERG rescue
CCOc1ccccc1-c1nc(C(N)=O)c2[nH]c(=O)n(-c3ccccc3)c2n1,i,i,i,i,i,-3,i,i,7,i,-4
Cc1cc(C(=O)N/N=C/c2ccc(N(C)C)cc2)c2ccccc2n1,i,i,i,i,i,?,i,i,1,i,-8
Cc1cc(C(=O)NCc2ccc(F)cc2)n(-c2ccccc2)n1,i,i,i,i,i,-1,i,i,-3,i,-7
CC1CCC(N(C(=O)c2csnn2)C(C(=O)NC(C)(C)C)c2cccnc2)CC1 (configuration not stated),i,i,i,i,i,-1,i,i,9,i,-6

Screening results (PubChem)
